Screening data: PubChem, The Scripps Research Institute Molecular Screening Center
ASK1 primary – inhibitors of human ASK1 kinase | 0.99% of 22,000 active | AlphaScreen MKK6 phosphorylation by ASK1, luminescence | inhibition, % at 7.44 µM | AID 1159602; in the data active means inhibition above about 35%;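 further: 0% = median of compound wells and 100% = no enzyme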
ULK1 inh – inhibitors of human ULK1 kinase | O75385 | AlphaScreen Atg13 phosphorylation by ULK1, luminescence | inhibition, % at 5.96 µM | 1.9% of 30,000 active; in the data active means inhibition above about 43%;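 further: 0% = median of compound wells and 100% = no enzyme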
Target sequence (O75385 whole entry, looked up): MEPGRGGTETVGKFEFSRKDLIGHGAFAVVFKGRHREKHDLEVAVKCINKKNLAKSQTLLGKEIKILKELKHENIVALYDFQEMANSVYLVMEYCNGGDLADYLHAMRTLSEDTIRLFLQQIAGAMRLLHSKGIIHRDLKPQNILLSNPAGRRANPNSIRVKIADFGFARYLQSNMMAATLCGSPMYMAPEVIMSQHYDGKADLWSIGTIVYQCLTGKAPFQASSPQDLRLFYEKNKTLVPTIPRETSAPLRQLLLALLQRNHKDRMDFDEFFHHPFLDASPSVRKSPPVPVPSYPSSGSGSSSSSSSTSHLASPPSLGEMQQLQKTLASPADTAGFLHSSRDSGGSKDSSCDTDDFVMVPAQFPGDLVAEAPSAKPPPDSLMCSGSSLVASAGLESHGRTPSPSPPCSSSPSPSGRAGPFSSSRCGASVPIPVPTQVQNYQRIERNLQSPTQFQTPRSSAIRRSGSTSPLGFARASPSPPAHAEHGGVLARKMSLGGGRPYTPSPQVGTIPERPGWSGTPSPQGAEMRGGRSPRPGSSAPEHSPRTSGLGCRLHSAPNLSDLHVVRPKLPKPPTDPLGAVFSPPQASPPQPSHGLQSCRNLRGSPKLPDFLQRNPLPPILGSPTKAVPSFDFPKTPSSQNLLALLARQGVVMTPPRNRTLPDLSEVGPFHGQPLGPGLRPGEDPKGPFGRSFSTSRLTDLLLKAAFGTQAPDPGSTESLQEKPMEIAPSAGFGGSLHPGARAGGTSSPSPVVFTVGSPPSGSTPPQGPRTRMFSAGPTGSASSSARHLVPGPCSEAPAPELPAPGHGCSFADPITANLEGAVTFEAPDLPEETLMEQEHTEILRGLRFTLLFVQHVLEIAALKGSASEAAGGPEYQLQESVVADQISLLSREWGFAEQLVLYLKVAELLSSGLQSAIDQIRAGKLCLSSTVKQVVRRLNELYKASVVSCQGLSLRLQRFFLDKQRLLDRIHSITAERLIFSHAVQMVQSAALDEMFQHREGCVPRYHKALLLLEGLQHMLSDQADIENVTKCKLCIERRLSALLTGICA
* hit, by the source's call; . = no result given.

smiles	ASK1 primary	ULK1 inh
CC(C)Cc1nnc(-c2cc3ccccc3n2CC(=O)Nc2cccc(F)c2)o1	.	11
CCNc1ccc(N2CCC(C(=O)NCc3cccnc3)CC2)nn1	-16	5
COc1cc(Nc2ccnc(Nc3ccc4ncccc4c3)n2)cc(OC)c1OC	11	37
CC(C)n1cnc2c(NCc3cccnc3)nc(NCc3ccc4c(c3)OCO4)nc21	5	-9
COc1ccc2c(c1)CC(c1nc3cc(-c4cn[nH]c4)ccc3c(=O)[nH]1)CO2 (centres undefined)	-105	-11
Fc1ccccc1-c1cc(NCCCN2CCOCC2)nc(-c2ccccn2)n1	.	2
c1ccc(Oc2ccccc2-c2ccnc(NC3CCCCC3)c2)cc1	0	6
CC(=S)NC1C(=O)N(c2ccccc2)N=C1C (centres undefined)	.	3
CC(C)N(CCNC(=O)c1ccnc(N2CCN(c3ccccn3)CC2)c1)C(C)C	-28	-15
CN(C)CCCCCCN(C)C	.	-3
CC(=O)Nc1ccc(Nc2nc(Nc3ccc(N4CCOCC4)cc3)nc3nc[nH]c23)cc1	-3	24
Cc1cccc(Nc2ccc3c(cnn3-c3cccc(C(=O)Nc4ccc(N5CCOCC5)c(C)c4)c3)c2)c1	19	20
O=C(NCCOc1ccccc1)c1ccc2nc(NCCCN3CCCC3=O)sc2c1	-6	-14
C[N+]1(C)CCC(OC(=O)C(O)(c2ccccc2)C2CCCC2)C1 (centres undefined)	.	-2
OCC/C=C(\C=C\c1ccccc1)C(NCc1ccccc1)c1ccccc1 (centres undefined)	0	-20
Cc1ccc(-c2cnc(NC3CC3)nc2)cc1	.	5
FC(F)(F)c1ccc(Nc2cc(Nc3ccccc3)ncn2)cc1	-4	4
O=C(COc1ccc2ccccc2c1)NNC(=O)C(=O)Nc1ccccc1	.	-12
CN(C)c1cccc(Nc2nc(Nc3ccccc3)c3ncn(CCN4CCCC4=O)c3n2)c1	-1	11
CCN(CC)c1nc(NC2CC2)nc(N2CCOCC2)n1	-15	3
CCN(CC)C(=O)C1CCCN(c2nc3c(NCCOc4ccccc4)ncnc3n2C(C)C)C1 (centres undefined)	11	5
O=C(NCCO)c1cccc(N2CCOCC2)n1	2	-20
c1ccc(OCCNc2nc(Nc3ncccn3)nc3c2ncn3-c2ccccc2)cc1	-6	0
CC(C)N(CCNc1ncnc2nc(-c3ccc(N4CCOCC4)nc3)[nH]c12)C(C)C	-25	1
Cc1ncn(-c2ccc(N(CC3CC3)c3ncc4cccc(-c5cnn(CC6CC6)c5)c4n3)cc2)n1	-6	99*
CC(=O)Nc1ccc(Nc2nc(Nc3ccc(N4CCOCC4)cc3)nc3c2ncn3C(C)C)cc1	23	16
O=C1CCCN1CCn1cnc2c(NCCc3ccc(O)cc3)nc(Nc3ccncn3)nc21	1	22
c1ccc(CN2CCC(Nc3nc(Nc4ccccc4)c4ncn(-c5ccsc5)c4n3)CC2)cc1	18	-21
Cc1cc(NCCO)nc(Nc2ccncn2)n1	3	8
O=C(Nc1ccc(N2CCOCC2)cc1)c1cccc(-n2cc(-c3nc4ccccc4o3)cn2)c1	-9	-22

Some of these compounds in order of their number in ASK1 primary, highest first.
smiles	ASK1 primary	ULK1 inh
c1ccc(CN2CCC(Nc3nc(Nc4ccccc4)c4ncn(-c5ccsc5)c4n3)CC2)cc1	18	-21
CCN(CC)C(=O)C1CCCN(c2nc3c(NCCOc4ccccc4)ncnc3n2C(C)C)C1 (centres undefined)	11	5
CC(C)n1cnc2c(NCc3cccnc3)nc(NCc3ccc4c(c3)OCO4)nc21	5	-9
O=C(Nc1ccc(N2CCOCC2)cc1)c1cccc(-n2cc(-c3nc4ccccc4o3)cn2)c1	-9	-22

(continued)
smiles	ASK1 primary	ULK1 inh
O=C(Nc1ccc(N2CCOCC2)cc1)c1ccc2nc(Nc3ccc4ncccc4c3)sc2c1	5	11
O=C(NCCN1CCOCC1)C1CCN(c2ccc(N3CCCC3CO)nn2)CC1 (centres undefined)	3	-2
CC(C)N(CCNc1nc(-c2ccccc2)nc2c1ncn2C1CCCCC1)C(C)C	-14	-17
COc1cc(Nc2nc(Nc3cnccn3)nc3c2ncn3-c2ccsc2)cc(OC)c1OC	-11	8
Cc1cnc(-c2c(C)nn(C)c2C)nc1NCCCN1CCCC1=O	-11	0
O=C(NCCOc1ccccc1)c1ccc2nc(Nc3ccc(C(F)(F)F)cc3)sc2c1	10	-12
CC(C)n1cnc2c(N)nc(-c3ccc(C(N)=O)cc3)nc21	3	13
Cc1cc(NC2CC2)nc(-c2ccc(C(=O)N3CCN(C)CC3)cc2)n1	-18	5
CN1CCC(OC2c3ccccc3CCc3ccccc32)CC1	.	-5
c1nc(NC2CC2)c2[nH]c(N3CCN(Cc4ccc5c(c4)OCO5)CC3)nc2n1	-11	-5
O=C1CCCN1CCCNc1cc(-c2cccs2)ncn1	-3	-2
c1ccc2[nH]c(CNc3ccnc(N4CCN(Cc5ccc6c(c5)OCO6)CC4)n3)nc2c1	-5	-8
Cc1cc(NCCOc2ccccc2)nc(Nc2ccc(N3CCOCC3)cc2)n1	25	-7
Cc1cncc2cccc(NC3CCCN(C(=O)Cc4cccc(Br)c4)C3)c12 (centres undefined)	-21	10
CCOc1ccc(C(=O)Nc2ccc3c(c2)CC(=O)N3CC)cc1	.	1
CC(C)n1cnc2c(NCCN3CCOCC3)nc(-c3ccc(C(=O)N4CCN(C)CC4)cc3)nc21	-2	1
N#Cc1c(NC(=O)c2ccc([N+](=O)[O-])cc2[N+](=O)[O-])sc2c1CCCC2	.	-2
O=C(Nc1ccc2c(c1)OCO2)c1cnc(N2CCC(N3CCOCC3)CC2)s1	4	6
CCN(CC)CCNC(=O)COc1ccc(OC)cc1	.	-16
COc1cccc(CNC(=O)c2cc3ccc(-c4ccnc(N)c4)cc3[nH]2)c1	-11	-25
COc1ccc(CCNc2ncnc3nc(N4CCOCC4)[nH]c23)cc1	-7	0
COc1cc(NC(=O)c2cccc(-c3cccc(C(C)=O)c3)c2)cc(OC)c1OC	-19	-9
O=C(NC1CC1)c1cccc(Nc2ccc3ncccc3c2)c1	-8	2
Cc1ccc(CCNc2nccc(Nc3ccncn3)n2)s1	11	17
c1cc(NC2CC2)nc(N2CCC(N3CCOCC3)CC2)n1	4	2
Nc1nc(N2CCOCC2)nc2c1ncn2-c1ccsc1	2	5
CCCNc1ncnc2c1nc(N1CCC(N3CCOCC3)CC1)n2C(C)C	-1	3
CCCNc1nc(-c2ccc(N3CCN(C)CC3)cc2)nc2c1ncn2-c1ccccc1	-6	-10
CCCc1cc(=O)[nH]c(-n2nc(C)cc2NC(=O)Cc2cccc3ccccc23)n1	.	5
CC(=O)NC1(NC(C)=O)CC(c2ccccc2)N(C)CC1C (centres undefined)	.	8
NC(C(=O)N1CCC(Nc2ccc3cnccc3c2)CC1)c1ccc(Br)cc1 (centres undefined)	-5	2
CN(C)c1cccc(Nc2nc(N)c3ncn(CCN4CCCC4=O)c3n2)c1	-1	24
CN1CCN(C(=O)c2ccc(-c3nc(NC4CCN(Cc5ccccc5)CC4)c4ncn(C5CCCCC5)c4n3)cc2)CC1	-13	2
C=CCSc1nc2c(c(=O)[nH]1)C(c1cccc(F)c1)C(C(=O)OC)=C(C)N2 (centres undefined)	.	10
CS(=O)(=O)c1cccc(CNc2cc(Nc3ccc(N4CCCC4=O)cc3)ncc2C(F)(F)F)c1	14	24
Nc1nc(Cl)cc(Nc2ccccc2)n1	4	-42
CCN(CC)c1nc(Nc2ccc(-n3ccnc3)cc2)nc(Nc2cc(OC)c(OC)c(OC)c2)n1	21	-12
O=C(c1ccc(-c2cnn(-c3ccc(Br)cc3)c2)nc1)N1CCOCC1	.	-8
CC(C)n1cnc2c(NCc3nc4ccccc4[nH]3)nc(N3CCCC3CO)nc21 (centres undefined)	13	4
O=C(NCc1cccnc1)c1cnc(-c2cccs2)s1	-19	2
Cn1nccc1Nc1cc(NCc2cccc(C(F)(F)F)c2)ncn1	7	1
Cc1nc(-c2cncc(-c3ccccc3)c2)cc(N2CCOCC2)n1	.	-4
COc1ccc(CCNC(=O)c2cc(NC3CCC(O)CC3)nc3ccccc23)cc1 (centres undefined)	5	11
O=C(NCCCN1CCCC1=O)c1csc(Oc2ccccc2)n1	-11	-8
Nc1nccc(Nc2ccnc(Nc3ccc(N4CCOCC4)cc3)c2)n1	17	43*
Cc1c(Cl)cccc1NC(=O)CCC(=O)NNC(=O)CCC(=O)O	.	-2
NC(C(=O)O)c1ccc(O)cc1 (centres undefined)	.	6
N#Cc1c(/N=C/c2ccc(O)c(O)c2)sc2c1CCCC2	.	-3
NC(=O)c1csc(-c2ccc3[nH]ccc3c2)n1	4	-4
O=C(NCCCN1CCCC1=O)c1csc(NCCN2CCOCC2)n1	4	6
CC(C)NC(=O)c1cccc(NC(=O)Nc2ccc(-c3cn[nH]c3)cc2)c1	0	8
CC(C)n1c(-c2ccc(C(=O)N3CCN(C)CC3)cc2)nc2c(NCc3nc4ccccc4[nH]3)ncnc21	0	12
COc1ccc(-c2ncc(C)c(NCCO)n2)cc1	-1	7
Cc1nn(C)c(C)c1-c1cccc(C(=O)NCCN2CCOCC2)n1	1	2
COc1ccc(CCNc2cc(-c3cccc(C(C)=O)c3)ncn2)cc1	-7	-10
O=C(NC1CC1)c1cccc(Nc2ccncn2)n1	-2	4
c1ccc2[nH]c(CNc3cc(Nc4ccc(-n5ccnc5)cc4)ncn3)nc2c1	-5	1
CC(C)CNC(=O)c1cccc(Br)c1	.	-1
CCC(C)(C)C(=O)Nc1nnc(C2CCCCC2)s1	.	-1
COc1cc(Nc2cccc(C(=O)NC3CCN(Cc4ccccc4)CC3)n2)cc(OC)c1OC	2	2

Continued:
smiles	ASK1 primary	ULK1 inh
Cc1ncn(-c2ccc(Nc3nccc(-n4cc(CO)cn4)n3)cc2)n1	-21	12
NC(=O)c1cccc(N2CCN(c3ccccn3)CC2)n1	13	-9
c1cnc(Nc2nccc(NCc3nc4ccccc4[nH]3)n2)nc1	12	10
O=C(Nc1ccccc1)c1csc(Nc2ccncn2)n1	0	3
CN1C(=O)Cc2cc(NC(=O)c3cccc(Br)c3)ccc21	.	-2
CC(C)N(CCNC(=O)c1ccc(-c2cccc(N)c2)s1)C(C)C	6	-7
FC(F)(F)c1ccc(Nc2nc(NCc3ccccc3)c3ncn(-c4ccccc4)c3n2)cc1	-2	-1
Cn1c(Nc2nc(Nc3ccc(N4CCOCC4)cc3)c3ncn(-c4ccccc4)c3n2)nc2ccccc21	-3	3
CCCCC(C(=O)O)C(C)CC(=O)Nc1ccccc1Cl (centres undefined)	.	4
Cc1noc(C)c1-c1nc(Nc2ccc(Oc3ccccc3)cc2)c2ncn(-c3ccsc3)c2n1	-7	-1
Cn1cccc(-c2ccc(Nc3nccc(-c4ccc5nc(C6CC6)[nH]c(=O)c5c4)n3)cc2)c1=O	-10	37
COc1cc(Nc2nc3c(NCCN(C(C)C)C(C)C)ncnc3n2C(C)C)cc(OC)c1OC	-16	-14
Nc1cccc(-c2ccc(C(=O)NCCCN3CCCC3=O)s2)c1	-11	20
NC(C(=O)N1CCC(Nc2ccc3cn[nH]c3c2)CC1)c1ccc(Br)cc1 (centres undefined)	-23	2
Nc1nc(N2CCN(c3ccccn3)CC2)nc2nc[nH]c12	2	6
Cc1cc(N/N=C/c2ccccc2[N+](=O)[O-])nc(-c2ccccc2O)n1	.	-8
Cc1nn(C)c(C)c1-c1cc(NC2CC2)ncn1	0	1
CCCNc1nc(-c2ccc(C(=O)N3CCN(C)CC3)cc2)nc2c1ncn2C1CCCCC1	-4	5
CCCNc1nc(-c2ccc(C(N)=O)cc2)nc2c1ncn2-c1ccsc1	0	-4
O=C(NCCN1CCOCC1)c1csc(NCc2ccc3c(c2)OCO3)n1	-3	17
COCCn1c(C2COc3ccccc3O2)nc2ccc(-c3cn[nH]c3)cc21 (centres undefined)	7	-5
COc1cc(NC(=O)c2cccc(-c3csc4ccccc34)c2)cc(OC)c1OC	-3	-13
O=C(COc1ccccc1)N/N=C\c1ccc(O)cc1	.	-4
c1cc(Nc2cc(Nc3ccc(N4CCOCC4)cc3)ncn2)ncn1	6	12
N[C@@H](Cc1ccc(Br)cc1)C(=O)N1CCC(Nc2ccc3cnccc3c2)CC1	-3	1
CCCNC(=O)c1csc(Br)n1	-7	-7
CC(=O)Nc1ccc(Nc2nc(N3CCC(N4CCOCC4)CC3)nc3nc[nH]c23)cc1	-19	-3
O=C(NCCCN1CCCC1=O)c1ccc2nc(-c3ccc(N4CCOCC4)nc3)sc2c1	1	3
OC(CCN1CCCCC1)(c1ccccc1)C1CC2C=CC1C2 (centres undefined)	.	6
O=C(NCc1nc2ccccc2[nH]1)c1cccc(N2CCC(N3CCOCC3)CC2)n1	-17	-1
O=C(Nc1ccc(N2CCOCC2)cc1)c1cccc(-n2cc(-c3nc4ccccc4[nH]3)cn2)c1	12	3

Pulled one by one from the list above:
smiles	ASK1 primary	ULK1 inh
CC(=O)Nc1ccc(Nc2nc(N3CCC(N4CCOCC4)CC3)nc3nc[nH]c23)cc1	-19	-3
Cc1noc(C)c1-c1nc(Nc2ccc(Oc3ccccc3)cc2)c2ncn(-c3ccsc3)c2n1	-7	-1
CN1C(=O)Cc2cc(NC(=O)c3cccc(Br)c3)ccc21	.	-2
Cc1nn(C)c(C)c1-c1cc(NC2CC2)ncn1	0	1
NC(=O)c1cccc(N2CCN(c3ccccn3)CC2)n1	13	-9
OC(CCN1CCCCC1)(c1ccccc1)C1CC2C=CC1C2 (centres undefined)	.	6
